# Pf growth 96h = P. falciparum growth inhibition at 96 hours; actives 6.9% (n = 320,000); AID 504834; P. falciparum luciferase reporter growth, 96 h; Potency, µM (highest dose often 28.7 µM), without a hit: top-dose activity change, negative = inhibition, actives largely listed as inhibitors; further: potency means the concentration at half of the fitted maximal effect; on the % scale 0 is the no-effect control and ±100 the full control effect
#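 Infected RBCs, 2% Hct / 0.05% parasitemia final; luciferase-reporter P. falciparum; cpd 96 h, 37 C, 5% CO2; luciferase detection reagent; luminescence.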
# CHX counter = counter-screen hit for Shiga toxin inhibitors, cycloheximide; cell reporter, cycloheximide protein synthesis inhibition counterscreen; max response, %; actives 12% (n = 300,000); AID 2314; in the data active means max response mostly above about 13%, no sharp cut-off; inactive means mostly below about 14%; further: read at 38.3 µM for the half of the compounds with a filed dose; 0% is about no effect
# Tb PYK inh = blocks Trypanosoma brucei pyruvate kinase. Q57TT1. TbPYK enzyme, Kinase-Glo Plus ATP luminescence, 45 min. Potency, µM (titrated, usually from 76.8 µM), inactives show at the highest dose activity, negative = inhibition, actives largely listed as inhibitors. actives 0.12% (n = 410,000). AID 624173; further: potency means the concentration at half of the fitted maximal effect; on the % scale 0 is the no-effect control and ±100 the full control effect; nearly all actives have a fitted effect of over 50% in size
#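 Screened from lowest to highest concentration, compounds were pinned into TbPYK/substrate mixtures, and ADP (130 uM final) was added. Plates sat at room temperature for 45 min prior to Kinase-Glo Plus detection by luminescence.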
# AmpC no deterg = blocks E. coli AmpC beta-lactamase in detergent-free assay; P00811; Potency, µM (titrated, usually from 57.1 µM), without a hit: at the top dose activity change, negative = inhibition, hits mostly inhibitors; AmpC nitrocefin hydrolysis, absorbance 480 nm, 0.0001% Triton; actives 0.52% (n = 330,000);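 further: potency means the concentration at half of the fitted maximal effect; plate controls were no compound for no effect and no enzyme for full effect; nearly all actives have a fitted effect of over 20% in size; some results filed as inactive show a strong effect at the top dose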
# Target sequence (P00811 whole entry, looked up): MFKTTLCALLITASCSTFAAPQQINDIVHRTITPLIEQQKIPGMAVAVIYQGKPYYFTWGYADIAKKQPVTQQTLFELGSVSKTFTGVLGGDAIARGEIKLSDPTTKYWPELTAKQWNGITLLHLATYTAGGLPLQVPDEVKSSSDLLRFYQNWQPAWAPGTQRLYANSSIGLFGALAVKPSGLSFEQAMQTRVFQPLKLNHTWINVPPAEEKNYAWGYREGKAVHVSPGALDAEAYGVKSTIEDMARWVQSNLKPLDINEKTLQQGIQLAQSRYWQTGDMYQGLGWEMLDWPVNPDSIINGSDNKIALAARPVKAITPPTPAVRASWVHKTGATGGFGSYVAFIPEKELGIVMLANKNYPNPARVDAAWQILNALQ
#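 20 mM phosphate pH 7.0 + 0.01% (detergent screen) or 0.0001% Triton X-100; 5.3 nM AmpC reagent; cpd preinc 15 min RT; nitrocefin (800 uM stock) to start; A480 q20 s × 4 min; Activity was normalised to no-enzyme and no-compound control wells.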
# LmPK inh = inhibitors of Leishmania mexicana pyruvate kinase; Q27686; purified LmPK, Kinase-Glo ATP luminescence, 1 h; Potency, µM (top dose mostly 57.5 µM), for the others: top-dose activity change, negative = inhibition, actives largely listed as inhibitors; actives 0.37% (n = 290,000); further: potency means the concentration at half of the fitted maximal effect; on the % scale 0 is the no-effect control and ±100 the full control effect
# Target sequence (Q27686 whole entry, looked up): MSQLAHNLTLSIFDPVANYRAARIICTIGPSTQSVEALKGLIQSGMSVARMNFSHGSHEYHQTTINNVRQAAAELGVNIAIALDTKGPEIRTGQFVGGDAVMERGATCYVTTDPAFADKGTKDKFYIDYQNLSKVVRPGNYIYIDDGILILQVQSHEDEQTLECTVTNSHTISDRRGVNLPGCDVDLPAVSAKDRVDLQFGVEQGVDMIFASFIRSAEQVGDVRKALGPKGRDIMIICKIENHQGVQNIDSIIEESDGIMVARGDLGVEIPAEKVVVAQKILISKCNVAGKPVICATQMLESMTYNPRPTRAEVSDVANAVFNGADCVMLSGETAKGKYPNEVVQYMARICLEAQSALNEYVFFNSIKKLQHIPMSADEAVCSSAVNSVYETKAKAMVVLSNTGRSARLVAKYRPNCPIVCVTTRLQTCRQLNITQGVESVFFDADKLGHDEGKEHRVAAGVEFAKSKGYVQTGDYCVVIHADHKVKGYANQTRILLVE
#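 ATP generated from ADP (0.1 mM) and PEP (0.5 mM) by 0.1 nM LmPK over 1 h at room temperature (pH 7.2 imidazole buffer) was detected by coupled luciferase luminescence. Values were normalized to uninhibited and no-enzyme wells.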
# Pf growth 48h = P. falciparum growth inhibition at 48 hours (one generation). P. falciparum luciferase growth in erythrocytes, 48 h. Potency, µM (titrated, usually from 28.7 µM), for inactives: at the highest dose activity change, negative = inhibition, actives largely listed as inhibitors. actives 5.9% (n = 310,000). AID 504832; further: potency means the concentration at half of the fitted maximal effect; on the % scale 0 is the no-effect control and ±100 the full control effect
#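 Compounds are pin-transferred into medium, infected erythrocytes (2% hematocrit, 0.1% parasitemia final) are added, and plates sit one parasite generation at 37 C in 5% CO2. Detection reagent is then added and luminescence measured.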
# Shiga toxin inh = blocks Shiga toxin action in Vero cells. Vero cells, Shiga toxin protein synthesis inhibition reporter. actives 9.2% (n = 290,000). inhibition, % at 38.7 µM; in the data active means inhibition mostly above about 28%, no sharp cut-off; inactive means mostly below about 43%; further: 0% is about no effect
# * marks the source's active call; other numbers are inactive results; ? = inconclusive; nt = no result given; [ ] = dose if it differs, or a comment. Unless noted, the call rests on the fitted dose curve; in most records, active means well fitted curve in the direction sought with a large enough effect; inconclusive means small, poorly fitted or top-dose-only effect, or another doubt; inactive means no such curve, though single readings can be large; an effect the other way counts as inactive or inconclusive.
# Below each SMILES – Pf growth 96h	CHX counter	Tb PYK inh	AmpC no deterg	LmPK inh	Pf growth 48h	Shiga toxin inh
CCC(=O)Nc1ccc2c(c1)nc1n2CCN(C2CCCCC2)C1
    0%	3	0%	-5%	-11%	-4%	-5
CCc1ccc(C(=O)NNC(=O)CC2OC(=O)c3ccccc32)cc1 (stereo not drawn)
    ?	nt	-2%	-27%	nt	?	nt
O=[N+]([O-])c1ccc(Cl)c(S(=O)(=O)NC2=NCCC2)c1
    16%	nt	-10%	-3%	nt	65%[activator]	nt
CN(C(=O)c1cn2ccccc2n1)c1c(N)n(Cc2ccccc2)c(=O)[nH]c1=O
    22%	nt	4%	-10%	nt	2%	nt
CCCCc1ccc(-n2nnnc2SCC(=O)Nc2cc(OC)c([N+](=O)[O-])cc2C)cc1
    ?	9	-3%	-46%	2%	?	15
O=C(OCc1cc(=O)n2cc(Br)ccc2n1)c1ccc(Cl)c(S(=O)(=O)NCc2ccccc2)c1
    ?	-5	-6%	-25%	4%	-24%	-3
Nc1ccc(Cc2nc3cc4ccccc4cc3[nH]2)cc1
    45%[activator]	45*	7%	-20%	4%	40%[activator]	52*
Cc1cc(C)n2cc(CSc3nnnn3-c3ccccc3C)nc2n1
    nt	-5	-2%	26%	-6%	-17%	-10
COc1ccc(OC)c(NC(=S)NCc2ccc(S(N)(=O)=O)cc2)c1
    ?	-4	-6%	-8%	4%	11%	-9
CCOc1ccc(-n2c(=O)c3c4c(sc3n(CC(=O)NCC3CCCO3)c2=O)CCC4)cc1 (stereo not drawn)
    ?	3	0%	-22%	0%	-18%	-4
COc1ccc(N2CCN(C(CNS(=O)(=O)c3cc(F)ccc3F)c3cccnc3)CC2)cc1 (stereo not drawn)
    ?	-6	-2%	88%[activator]	7%	nt	-19
Cc1ccc(N2C(=O)C(Cl)=C(NCCO)C2=O)c(C)c1
    8%	-1	-11%	-48%	2%	25%	-14
O=C(CSc1nnc(SCc2ccccc2)s1)N/N=C/c1c[nH]c2ccccc12
    -14%	17	-4%	-45%	5%	18%	31
COc1ccc(-c2csc(NC(=O)CSCc3c(C)noc3C)n2)cc1OC
    ?	-2	5%	3%	0%	?	-4
COc1ccc(NC(=S)NC(=O)Cc2ccccc2)cc1
    3%	25*	-3%	-34%	9%	-17%	nt

# Later entries
# Below each SMILES – Pf growth 96h	CHX counter	Tb PYK inh	AmpC no deterg	LmPK inh	Pf growth 48h	Shiga toxin inh
O=C(c1ccccc1Cl)N1CCN(c2ccccn2)CC1
    nt	-2	0%	-7%	5%	17%	-2
O=C(Cc1ccsc1)Nc1cc(F)ccc1F
    56%[activator]	13	-5%	-4%	2%	52%[activator]	13
CSCCC(NS(=O)(=O)c1ccccc1)C(=O)OCc1cc(=O)oc2cc(O)ccc12 (stereo not drawn)
    ?	nt	-3%	-24%	nt	35%[activator]	nt
Cn1c(CNc2ccc(Cl)cc2)nnc1SCc1ccccc1
    65%[activator]	2	2%	-4%	6%	-7%	14
CC1=NN(C(N)=S)C(=O)C1N=Nc1ccc(O)cc1 (stereo not drawn)
    23%	24*	-3%	-22%	-3%	48%[activator]	32*
O=C(CSc1ccccn1)Nc1nonc1[N+](=O)[O-]
    ?	23	-20%	-20%	-10%	?	16
CCC1(CC)C(=O)C(C)(C)C(=O)OC1c1cccs1 (stereo not drawn)
    nt	-3	-8%	-14%	2%	11%	-7
CCn1c(SCC(=O)NCCOc2ccccc2)nc2ccccc2c1=O
    16%	-1	-3%	12%	2%	-6%	-28
N#C/C(=C(/O)CN1C(=O)c2ccccc2C1=O)c1nc2ccccc2[nH]1
    ?	-5	-3%	-10%	-4%	19%	6
COc1ccc2oc(=O)cc(-c3cc4cccc(OC)c4o3)c2c1
    25%	-3	-2%	-39%	4%	25%	-9
CN(C)c1cccc(C(=O)N(Cc2ccccc2)Cc2ccccc2)c1
    10µM*	1	0%	-1%	-1%	-12%	-3
CCOC(=O)c1cc(NC(=O)/C=C\C(=O)O)ccc1Cl
    30%	14	2%	-23%	-6%	-29%	-15
COc1ccc(CCNC(=O)c2coc3ccccc3c2=O)cc1
    ?	3	0%	-2%	-7%	1%	3
COc1ccc(CCNc2ncnc3nc[nH]c23)cc1OC
    -4%	2	1%	-4%	1%	12%	2
CCOc1cccc2sc(N(CCCN(C)C)C(=O)c3ccc(S(=O)(=O)N4CCc5ccccc5C4)cc3)nc12
    ?	-1	1%	171%[activator]	9%	?	21

# New compounds follow
# Below each SMILES – Pf growth 96h	CHX counter	Tb PYK inh	AmpC no deterg	LmPK inh	Pf growth 48h	Shiga toxin inh
CCOC(=O)Cc1csc(/N=C/c2c(O)n(-c3ccc(C)c(C)c3)c(=O)c3ccccc23)n1
    49%[activator]	-4	0%	-12%	1%	16%	-2
C=CCn1c(O)c(C(C)=NCc2cc(OC)cc(OC)c2)c(=O)[nH]c1=O
    15%	3	-4%	26%	1%	-27%	-13
O=C1CCCN1CCCN1C(=O)N[C@@H](Cc2ccccc2)C1=O
    5%[5.75 µM]	-1	-6%	-11%	-3%	8%	10
Cc1cccc(-n2c(O)c(C=Nc3ccccc3-c3n[nH]c(=S)[nH]c3=O)c3ccccc3c2=O)n1
    ?	-4	-14%	-39%	7%	?	-10
Cc1ccnc2nc(C(=O)OCC(=O)NCCc3ccccc3)nn12
    57%[activator]	1	-7%	-7%	-4%	3%	3
Cc1cc(NS(=O)(=O)c2ccc(NC(=O)CSc3nnc(-c4ccco4)n3C)cc2)nc(C)n1
    0%	-5	-4%	-19%	-2%	-7%	-9
CCc1cc2c(NC3CCCC3)ncnc2s1
    ?	18	-7%	-34%	6%	0%	-13
CCCOc1c(Br)cc(C(=O)OCC(=O)NC(=O)c2cccn2C)cc1OC
    -17%	nt	?	-36%	nt	-13%	nt
N#CCc1nc(CSc2nc3ccccc3o2)cs1
    ?	25	-8%	-36%	3%	129%[activator]	70*
O=C(CCc1c[nH]c2ccccc12)NCC1COc2ccccc2O1 (stereo not drawn)
    ?	-7	0%	-23%	7%	?	12
COCCN1CCN(C(=O)c2cc(COc3cc(C)ccc3C)on2)CC1
    36%[activator]	39*	0%	106%[activator]	-1%	8%	81*
CCOc1ccc(-c2nnn(CCC#N)n2)cc1OC
    28%	7	-7%	2%	-3%	13%	21
O=C(CO/N=C/c1ccccc1OC(F)F)NC1CCCC1
    ?	-8	-3%	-4%	-11%	-4%	19
COc1cc(NC(=O)c2cc([N+](=O)[O-])ccc2NC(=O)CNC2CCCCC2C)cc(OC)c1 (stereo not drawn)
    36%[activator]	-3	1%	-34%	4%	0.41µM*	-5
O=C(CN1CCN(c2ccccc2F)CC1)c1ccc2cc[nH]c2c1
    51%[activator]	-2	-8%	-15%	8%	nt	1

# The listing continues.
# Below each SMILES – Pf growth 96h	CHX counter	Tb PYK inh	AmpC no deterg	LmPK inh	Pf growth 48h	Shiga toxin inh
O=C(CNC(=S)NC(=O)c1cccs1)c1ccccc1
    -12%	66*	-9%	-13%	4%	127%[activator]	90*
CC(C)CN(CC(C)C)S(=O)(=O)N1CCC(C(=O)NCCN2CCOCC2)CC1
    ?	-4	0%	69%[activator]	-3%	14%	-10
O=C1N2c3ccccc3CCc3cccc(c32)C1(O)C(F)(F)F (stereo not drawn)
    3%	-3	-1%	-32%	3%	5%	10
O=c1[nH]ncc(N/N=C\c2cccnc2)c1Cl
    33%	-3	3%	-17%	1%	13%	17
C/C=C/Cn1c(N(C)Cc2ccccc2)nc2c1c(=O)[nH]c(=O)n2C
    8.3µM*	1	-11%	-7%	5%	?	-12
O=C(c1cccs1)c1coc2ccc(O)cc12
    1%	75*	-2%	-22%	-3%	nt	81*
Cc1ccc(C(C)NC(=O)c2ccco2)cc1 (stereo not drawn)
    -8%	-1	-1%	-12%	1%	-16%	-3
COc1ccc2[nH]cc(C(O)CN3CCN(c4ccccc4)CC3)c2c1 (stereo not drawn)
    51%[activator]	10	nt	-12%	2%	?	-18
O=C(CCn1cnnn1)Nc1ccc(Cl)cc1Cl
    ?	-2	3%	-16%	1%	23%	6
CCOC(=O)c1sc(S(C)=O)c2c1CCc1conc1-2 (stereo not drawn)
    ?	-2	-20%	-10%	8%	?	-7
COc1ccc(OCC(=O)Nc2c3c(nn2C(C)(C)C)CS(=O)(=O)C3)cc1
    39%[activator]	-4	0%	-3%	-4%	28%	3
Cc1c(Nc2nc(-c3ccc(Cl)cc3)cs2)c(=O)n(-c2ccccc2)n1C
    13µM*	-3	-3%	-4%	-2%	0%	-11
CN(Cc1ccccc1)C(=O)COC(=O)Cn1cnc2ccccc21
    224%[activator]	-2	-3%	-1%	2%	13%	-7
CCOCCn1ccc2c(OCC(=O)NCCc3ccc(OC)c(OC)c3)cccc2c1=O
    -13%	nt	1%	22%	nt	?	nt
O=C(Nc1ccc(Cl)cn1)c1ccc2c(Cl)c3c(nc2c1)CCC3
    261%[activator]	35*	20%	-9%	1%	114%[activator]	64*

# (further entries)
# Below each SMILES – Pf growth 96h	CHX counter	Tb PYK inh	AmpC no deterg	LmPK inh	Pf growth 48h	Shiga toxin inh
COc1ccc(C(C(=O)NC2CCCCC2)N(CC2CCCO2)C(=O)CCCC(=O)Nc2ccccn2)cc1 (stereo not drawn)
    -1%	-3	-1%	111%[activator]	1%	?	-3
CSc1ccccc1C(=O)C1CCCN(C(=O)c2cc(C(C)C)no2)C1 (stereo not drawn)
    -8%	-1	-3%	56%	4%	-1%	27
O=C(Nc1cccnc1)Nc1ccc(Cl)cc1Cl
    -61%	15	4%	-35%	0%	?	34
COc1cccc(C(=O)COc2cccc(NC(=O)c3ccco3)c2)c1
    -4%	5	-1%	-32%	-3%	0%	15
c1ccc(N2CCN(Cc3ccsc3)CC2)nc1
    17%	-4	-9%	-15%	2%	nt	-4
O=C(CCNC(=O)c1ccccc1Cl)Nc1cc(C(F)(F)F)ccc1Cl
    4%	-2	0%	0%	4%	17%	7
Cc1cccc(CS(=O)(=O)Cc2ccc(C(=O)NC3CCCCCC3)o2)c1
    27%	-2	-1%	9%	5%	1%	-9
Cc1cc(OCC(=O)NNC(=O)CCc2ccccc2)ccc1Br
    ?	-4	-1%	-34%	0%	-4%	1
CCSCCNC(=O)c1cncc(Br)c1
    180%[activator]	7	1%	-18%	0%	32%[activator]	-4
O=C(O)CN1C(=O)SC(Nc2ccc(Cl)cc2)C1=O (stereo not drawn)
    7%	-1	-9%	-28%	3%	nt	-7
Cc1ccc(OCC(=O)Nc2cc(S(=O)(=O)N3CCCCC3)ccc2C)c([N+](=O)[O-])n1
    -16%	-2	-4%	-31%	2%	2%	6
COc1ccc(OC)c(-c2c(C#N)c(N)nc3c2c(=O)nc2sccn23)c1
    32%[activator]	-1	5%	-21%	6%	-11%	9
Cc1cccc(NCc2ccccc2OCc2ccccc2F)c1
    52%[activator]	6	7%	-36%	0%	-21%	-4
C=CCNc1nc(C)c(C(C)=O)cc1C#N
    nt	7	-5%	-16%	10%	4%	29
COCCNC(=O)c1cc(-c2ccc(Cl)c(Cl)c2)on1
    ?	1	-3%	2%	4%	-66%	13
CCN1CCc2c(C#N)c(N3CCOCC3)nc(N3CCOCC3)c2C1
    ?	-3	3%	-3%	-3%	nt	-6

# Screens: PubChem BioAssay, National Center for Advancing Translational Sciences (NCATS)
